p53ts 32C tox: cytotoxicity in p53ts cells at permissive temperature; H1299-p53A138V at 32C, ATP luminescence viability, 24 h; Potency, µM (top dose mostly 46.1 µM), for inactives: top-dose activity change, negative = cytotoxicity, usual class: cytotoxic; hit rate 0.93% among 130,000; AID 924;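 note: 0% = DMSO and -100% = full killing by reference compound; nearly all actives have a fitted effect of over 55% in size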
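ATP-content luminescence (ATPlite) read-out after 24 h compound exposure at 32C in H1299-p53A138V cells (600/well). Tested up to 46 uM. Normalized to DMSO (0%) and 100 uM tamoxifen (100% killing); Hill-fit AC50.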
Peg3 imprint: induces erasure of genomic imprints in mouse ES cells. hit rate 0.02% among 110,000. AID 1948. mouse ES Peg3-LacZ reporter, beta-gal luminescence, 40 h. Potency, µM (highest dose often 60.7 µM), without a hit: at the top dose activity change, positive = activation, most hits filed as activators;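 note: 0% = negative control wells on the plate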
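Each well holds 300 Peg3LacZ-Neo (maternal) female ES cells incubated 40 h at 37C, 5% CO2. LacZ is measured by BetaGlo luminescence, with AC50 and maximum efficacy derived from dose-response curves.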
IkB signaling: suppresses IkB signaling in ABC-DLBCL reporter cells; ABC-DLBCL IkBa-CBG/CBR dual luciferase ratio, 4 h; response scale: scaled: untreated 0%, proteasome inhibitor 100%; Potency, µM (highest dose often 57.1 µM), for the others: at the top dose IkBa stabilization activation; hit rate 0.04% among 110,000; AID 445; active = well fitted curve in the direction sought with a large enough effect in the signal ratio, not every such curve was filed as active; inconclusive = small, poorly fitted or top-dose-only effect, or a change in a side signal; the % refers to the signal ratio;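 note: the direction sought is a rising ratio; 0% = basal untreated cells and 100% = reference inhibitor full response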
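Curves were fitted separately to fusion (green), unfused (red) and ratio luminescence, then classed by r2, magnitude and activity. Cells: OCI-Ly3, 4 h compound plus doxycycline at 37C; 10 uM MG-132 defined full response.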
p53ts 39C kill: p53ts cell cytotoxicity, nonpermissive temperature; H1299-p53A138V viability at 39C, ATP luminescence, 24 h; Potency, µM (series often up to 46.1 µM), inactives show top-dose activity change, negative = cell killing, most hits filed as cytotoxic; hit rate 1.5% among 130,000; note: nearly all actives have a fitted effect of over 55% in size
An asterisk follows results filed as active; u = inconclusive; x = no result given; & = joins results of further samples; [ ] = another dose, or the depositor's remark. Unless noted, calls come from the whole dose curve; as a rule, active = well fitted curve in the direction sought with a large enough effect; inconclusive = small, poorly fitted or top-dose-only effect, or another doubt; inactive = no such curve, though single readings can be large; an effect the other way counts as inactive or inconclusive. Unless noted, % is set by controls: 0 for no effect and ±100 for the full control effect; potency is the fitted concentration of half-maximal effect.

The opening 4 records as a preview:
SMILES	p53ts 32C tox	Peg3 imprint	IkB signaling	p53ts 39C kill
COC(=O)C1=C(C)N(Cc2ccccc2)C2=C3C(=O)N(c4ccccc4)C(=O)C3[C@@](O)(C(=O)OC)C(=O)N2C1c1ccccc1 (some centres not stated)	8%&-5%[9.22 µM]	x	x	8%&4%[9.22 µM]
CC(=O)N(OCc1ccccc1)[C@@H]1c2cc(C#N)ccc2OC(C)(C)[C@H]1O	3%	-4%	x	-2%
COc1cccc(NC(=O)C2CCCN(S(=O)(=O)c3c(C)nn(C)c3C)C2)c1 (configuration not stated)	7%	7%[10.9 µM]	-1.3%	24%
Cc1ccc(Cn2nnc3c(=O)n(CC(=O)NCc4ccc5c(c4)OCO5)cnc32)cc1	u	-6%	-1.0%	-12%

Results, repeating the preview:
SMILES	p53ts 32C tox	Peg3 imprint	IkB signaling	p53ts 39C kill
COC(=O)C1=C(C)N(Cc2ccccc2)C2=C3C(=O)N(c4ccccc4)C(=O)C3[C@@](O)(C(=O)OC)C(=O)N2C1c1ccccc1 (some centres not stated)	8%&-5%[9.22 µM]	x	x	8%&4%[9.22 µM]
CC(=O)N(OCc1ccccc1)[C@@H]1c2cc(C#N)ccc2OC(C)(C)[C@H]1O	3%	-4%	x	-2%
COc1cccc(NC(=O)C2CCCN(S(=O)(=O)c3c(C)nn(C)c3C)C2)c1 (configuration not stated)	7%	7%[10.9 µM]	-1.3%	24%
Cc1ccc(Cn2nnc3c(=O)n(CC(=O)NCc4ccc5c(c4)OCO5)cnc32)cc1	u	-6%	-1.0%	-12%
COc1cc(NC(=O)Cn2c(=O)n(CC3CCCO3)c(=O)c3ccccc32)cc(OC)c1 (configuration not stated)	6%	4%[10.9 µM]	7.3%	23%
CC(C)c1ccc(Nc2cc(C(=O)NCc3cccs3)c3ccccc3n2)cc1	5%	-20%[10.9 µM]	3.0%	-3%
CC(C)N1CC(O)=C(c2nc3ccccc3[nH]2)C1=N	u	3%	0.1%	u
CCN(Cc1ccccc1)Cc1c(O)ccc2c(=O)c(-c3ccccc3OC)c(C(F)(F)F)oc12	10%	-9%[10.9 µM]	u	-8%
Cc1sc2nc(C(C)C)nc(SCC(=O)N3CCN(C(=O)c4ccco4)CC3)c2c1C	7%	-17%	u	5%
O=C1CSC2(C(=O)N(Cc3ccccc3)c3ccccc32)N1c1cccc(F)c1 (configuration not stated)	12%	13%[10.9 µM]	u	-8%
CCOC(=O)c1c(S(=O)(=O)NCC(=O)N2CCN(c3ccccc3OC)CC2)c(C)n(C)c1C	10%	-14%[10.9 µM]	0.9%	-1%
CC(=O)N(C)c1ccc(OCC(O)CN(Cc2ccco2)S(=O)(=O)c2ccc(C)cc2)cc1 (configuration not stated)	0%	-16%	u	7%
Fc1ccc(-c2nn(-c3ccccc3Cl)c3c2cnc2ccccc23)cc1	u	-8%[10.9 µM]	u	u
COC(=O)c1sccc1S(=O)(=O)N(CC(=O)Nc1cc(C)cc(C)c1)c1ccc(Cl)cc1	-9%	-4%[10.9 µM]	u	0%
Cc1nnc(SCC(=O)NCc2ccc(N(C)C)cc2)c2nn(-c3ccccc3)c(C)c12	1%	1%[10.9 µM]	u	7%
COc1ccccc1CNC(=O)CSc1ccc(-c2sc(-c3ccccc3)nc2C)nn1	-4%	-17%[10.9 µM]	-1.2%	-8%
CCOc1ccc(NC(=O)Cn2c(=O)n(CCc3ccccc3)c(=O)c3c4c(sc32)CCCC4)cc1	3%	-5%[10.9 µM]	-2.3%	11%
CCN1CCN(C(=O)c2ccccc2N(C)S(=O)(=O)c2ccc(C)cc2)CC1	12%	-18%	-2.7%	8%
COc1cc2c(cc1OC)CN(S(C)(=O)=O)CC2	-2%	8%	-1.6%	-1%
CCCCN(C)c1nc2c(S(=O)(=O)c3ccc(CC)cc3)nnn2c2ccc(Cl)cc12	8%	-14%[10.9 µM]	u	-4%
CCOc1ccc(CNC(=O)C2CCN(C(=O)N3CC(CC)Oc4ccccc43)CC2)cc1 (configuration not stated)	3%	-10%[10.9 µM]	-2.4%	u
CCOCCc1nn2c(=O)cc(COC(=O)c3ccccc3OC)nc2s1	-3%	-4%[10.9 µM]	u	2%
COc1ccc(NC(=O)Cn2c(=O)n(Cc3ccccc3Cl)c(=O)c3cc(OC)c(OC)cc32)cc1OC	-18%	2%[10.9 µM]	0.7%	u
CCC(C)Sc1nnc(-c2c[nH]c3ccccc23)n1CCOC (configuration not stated)	1%	10%	-2.7%	-7%

In another format: entries from further up.
CCN1CCN(C(=O)c2ccccc2N(C)S(=O)(=O)c2ccc(C)cc2)CC1
  p53ts 32C tox = 12%	Peg3 imprint = -18%	IkB signaling = -2.7%	p53ts 39C kill = 8%

COc1cc2c(cc1OC)CN(S(C)(=O)=O)CC2
  p53ts 32C tox = -2%	Peg3 imprint = 8%	IkB signaling = -1.6%	p53ts 39C kill = -1%

CCCCN(C)c1nc2c(S(=O)(=O)c3ccc(CC)cc3)nnn2c2ccc(Cl)cc12
  p53ts 32C tox = 8%	Peg3 imprint = -14%[10.9 µM]	IkB signaling = u	p53ts 39C kill = -4%

(cont.)
SMILES	p53ts 32C tox	Peg3 imprint	IkB signaling	p53ts 39C kill
Cc1cc2nn(-c3ccccc3)nc2cc1NC(=O)Cc1ccc(Cl)cc1	6%	-8%[10.9 µM]	-1.9%	-2%
COc1cc(C2c3c(oc4ccccc4c3=O)C(=O)N2c2nnc(C(C)C)s2)cc(OC)c1OC (configuration not stated)	-1%	-12%[10.9 µM]	0.9%	19%
CC1CCN(S(=O)(=O)c2ccc3c(c2)N(CC(=O)NCCN(C)C)C(=O)CS3)CC1	-5%	-15%[10.9 µM]	-0.8%	-15%
O=C(CN1C2=NCCCN2c2ccccc21)c1ccc2c(c1)OCO2	-5%	-1%	-0.4%	-14%
CCn1c(=O)cc(SCC(=O)N2CCOCC2)c2ccccc21	2%	1%	1.9%	-5%
O=c1cc(CSc2nnc(-c3ccco3)o2)c2ccccc2[nH]1	6%	x	1.9%	2%
Cc1cc(NC(=O)C(C)C)ncc1NC(=O)CCc1ccccc1	1%	-7%	0.1%	4%
COc1cccc(-n2ccnc2SCC(=O)Nc2nccs2)c1	-1%	-11%	9.6%	-9%
COc1ccc(Cn2c(=O)c3cccnc3n(CC(=O)Nc3ccc(C)c(F)c3)c2=O)cc1	4%	-3%[10.9 µM]	1.1%	u
Cc1ccc(OCC(=O)Nc2cccc(C(=O)OCc3cc(=O)n4cc(C)sc4n3)c2)cc1	0%	4%[10.9 µM]	1.0%	-16%
COc1ccc(NC(=O)C2C3C=CC(C3)C2C(=O)NCc2ccccn2)c(OC)c1 (configuration not stated)	8%	x	x	12%
O=C(c1cc2c(s1)-c1ccccc1OC2)N1CCN(c2ccccc2)CC1	-2%	-5%[10.9 µM]	u	-14%
CC(=O)N1CCC[C@@]2(CCN(Cc3ccccc3)C2)C1	0%	x	2.1%[11.4 µM]	1%
Cc1ccc(-n2ncc3c(=O)[nH]c(SCC(=O)N4CCC(C)CC4)nc32)cc1C	5%	-2%	2.2%	-11%
Cn1cnc([N+](=O)[O-])c1SCC(=O)O	0%[9.22 µM]	-8%[10.9 µM]	-0.4%[11.4 µM]	5%[9.22 µM]
CN(C(=O)CSc1nnc2[nH]c(=O)cc(-c3ccccc3)n12)c1ccccc1	2%	3%[10.9 µM]	u	u
CC(C)c1ccccc1NC(=O)COC(=O)/C=C/c1cccc([N+](=O)[O-])c1	18%	x	x	18%
COc1ccc(Oc2ncc3nc(-c4ccccc4)c(=O)n(CCC#N)c3n2)cc1	-1%	x	0.6%[11.4 µM]	-8%
CCOC(=O)C1CCCN(C(=O)CCCn2nc(C)n3c(cc4sccc43)c2=O)C1 (configuration not stated)	6%	16%	-1.7%	-8%
O=C(COc1ccccc1F)Nc1ccc2nc(SCc3ccccc3)sc2c1	-1%	-10%[10.9 µM]	-2.3%	-6%
CCOC(=O)CSc1nnc(Cn2c(=O)sc3ccccc32)n1-c1ccccc1C	-6%	-6%	2.3%	-2%
O=C(Cn1nnc(-c2ccc(Cl)cc2)n1)NCc1ccc(F)cc1	-3%	-5%[10.9 µM]	0.1%	37%[activator]
CC(NC(=O)CCC(=O)NC(C)C1COc2ccccc2O1)C1COc2ccccc2O1 (configuration not stated)	-3%	-12%	8.5%	-5%
COCCn1c(=O)cnc2cnc(Nc3cccc(OC)c3)nc21	31%[activator]	-27%	u	12%
NC(=O)COc1c(-c2ccccc2)oc2ccccc2c1=O	6%	1%	-3.5%	13%
Cc1cc(NC(=O)CCC(=O)N(c2ccc(F)cc2)C2(C(=O)NC3CCCCC3)CCCC2)no1	9%	3%	1.1%	-1%
CCCCc1nn2c(=O)cc(COC(=O)c3ccc(NC(=O)c4cccs4)cc3)nc2s1	-2%	-8%[10.9 µM]	-1.2%	-2%
CCOC(=O)c1ccccc1NC(=O)Cn1c(=O)n(Cc2nc(C)no2)c(=O)c2ccccc21	-3%	5%[10.9 µM]	u	-11%
O=C(Nc1cnn(Cc2ccc(F)cc2)c1)c1cc(-c2ccc(Br)cc2)on1	4%	7%	-3.0%	-2%
CC1CCCN(S(=O)(=O)c2ccc(C(=O)Nc3nnc(-c4ccccc4Cl)o3)cc2)C1 (configuration not stated)	-19%	-16%	0.4%	-23%
COc1ccc(NC(=O)C(C)N2c3cccc4cccc(c34)S2(=O)=O)cc1OC (configuration not stated)	8%	x	x	-1%
CCN(CC)c1ccc(NC(=O)C2COc3ccc(OC)cc3C2)c(C)c1 (configuration not stated)	15%	-26%[10.9 µM]	0.3%	u
COC(=O)C1=C(N)Oc2cc(C)n(CCN3CCOCC3)c(=O)c2C1c1cccnc1 (configuration not stated)	6%	-14%	-2.0%	-1%
Cc1cccc(NC(=O)CCSc2nncn2C)c1	1%	x	x	4%
C=CCn1c(C)c(C(C)=O)c(SC)nc1=S	5%	1%	-2.3%	5%
COc1cc2nc(COc3ccc(C#N)cc3)n(CC#N)c(=O)c2cc1OC	7%	-30%[inhibitor]	-0.4%	-7%
CN(C)c1cccc(C(=O)NC2CCCCCC2)c1	-17%	-33%[inhibitor]	u	-20%
COC(=O)c1cc(/C=C/c2ccccc2)on1	1%	-71%[inhibitor]	0.4%	8%
CCOc1ccc(C(=O)Nc2ccccc2C(=O)OCc2cc(=O)n3nc(C4CC4)sc3n2)cc1	-8%	-9%[10.9 µM]	0.2%	-30%
O=C(NCC(c1cccnc1)N1CCN(c2ccccc2)CC1)C1CCCCC1 (configuration not stated)	17%	-14%	1.9%	-15%
CC(=O)N1CCc2c(sc3c2c(=O)n(-c2ccc(C)cc2)c(=O)n3CC(=O)Nc2ccccc2)C1	7%	-14%[10.9 µM]	u	-19%
Cc1cccc(NC(=O)c2c(Br)sc3c2CCCC3)c1	0%	-12%[10.9 µM]	11%	-2%
Cc1ccc(C)c(N2CCN(C(=O)c3ccc4c(c3)N(Cc3ccc(F)cc3)C(=O)c3ccccc3S4=O)CC2)c1 (configuration not stated)	6%	-7%[10.9 µM]	u	-17%
Cc1cc(C)nc(NC2=NCCN2C(=O)Nc2ccc(Cl)c(Cl)c2)n1	5%	3%	-6.3%	3%
CC(=O)C(C)Oc1ccc2c3c(c(=O)oc2c1)CCCCC3 (configuration not stated)	-18%	-17%	1.0%	-14%
CN(c1ccccc1C(=O)Nc1ccc(S(=O)(=O)N2CCCCC2)cc1)S(C)(=O)=O	-2%	3%	0.1%	10%
N=c1n(CCO)c2ccccc2n1CCOc1ccc(Cl)cc1Cl	u	-33%[inhibitor]	u	13µM*
COC(=O)[C@@H]1C[C@@H]2CC[C@@H](O)C[C@@H]2N1Cc1ccc(C(F)(F)F)cc1	10%	-10%	x	-2%
Cc1cccc(Cn2nnc3c(=O)[nH]c(C4CCN(C(=O)c5ccccc5F)CC4)nc32)c1	5%	-11%[10.9 µM]	0.3%	19%
Cc1ccccc1OCCSc1nc2ccc(NC(=O)c3cccs3)cc2s1	-6%	-13%[10.9 µM]	u	-15%
O=C(O)CC(c1ccc(Cl)cc1)n1cccc1 (configuration not stated)	-2%	-3%	-2.0%	-1%
COc1cc(OC)c(NC(=O)Cn2c(=O)nc(-c3ccccc3)c3ccccc32)cc1Cl	1%	15%[10.9 µM]	-0.3%	2%
c1csc(CNc2ncncc2-c2ccoc2)c1	0%	u	0.4%[11.4 µM]	-14%
O=C(COC(=O)C1CC(=O)N(Cc2ccco2)C1)c1ccc(OC(=O)c2ccccc2)cc1 (configuration not stated)	-5%	x	x	2%
O=c1n(-c2ccccc2)c(=O)n2n1CCC2	29%	0%	-1.1%	8%
